Screens (PubChem BioAssay)
GRK2 inh: inhibitors of human GRK2 displacing RNA aptamer | P25098 | bead flow cytometry, FAM-aptamer displacement from GRK2 | inhibition of aptamer binding, % at 10 µM | 0.59% of 330,000 active;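 active = inhibition of aptamer binding above 40%, roughly 3 SD of noise, on plates passing a quality check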;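 note: median bead fluorescence of bound FAM aptamer so fluorescent compounds give negative values; no value below 0 was filed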
VLA-4 inh: inhibition in a human VLA-4 binding assay; inhibition, % (about 7 µM as worked out from the volumes in the protocol); P13612; AID 2557; VLA-4 expressing cells, ligand binding flow cytometry; 0.2% of 330,000 active; in the data active = inhibition above about 50%
AGP1 TOR yeast: modulators of TOR pathway AGP1-GFP in S. cerevisiae | 0.02% of 320,000 active | S. cerevisiae AGP1-GFP multiplex flow cytometry, 3 h; GFP as percent of DMSO wells | GFP response vs DMSO, % at 10 µM;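 active = GFP response relative to DMSO above a set limit, near screen average plus 3 SD, cut at about 150% in these data; inconclusive = fewer than 70 cells counted for the yeast strain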;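 note: median GFP channel fluorescence of the gated AGP1 strain per well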
JMJD2C inh: blocks human GASC-1 demethylase activity; Q9H3R0; GST-JMJD2C(1-420) H3K9me3 demethylation, DELFIA europium; inhibition, % at 2.35 µM; 0.069% of 330,000 active; AID 2099;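 active = more than half of a compound's replicate wells show inhibition beyond 50%, single wells judged on their own value; inconclusive = some, but no more than half, of replicates pass 50% inhibition; inactive = no replicate passes 50% inhibition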;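 note: signal counts dimethyl H3K9 product captured on neutravidin plate; 0% = median of DMSO wells and 100% = 0.3 times that DMSO median; strong numbers were not always called active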
Target sequence (Q9H3R0 1-420 limits assumed): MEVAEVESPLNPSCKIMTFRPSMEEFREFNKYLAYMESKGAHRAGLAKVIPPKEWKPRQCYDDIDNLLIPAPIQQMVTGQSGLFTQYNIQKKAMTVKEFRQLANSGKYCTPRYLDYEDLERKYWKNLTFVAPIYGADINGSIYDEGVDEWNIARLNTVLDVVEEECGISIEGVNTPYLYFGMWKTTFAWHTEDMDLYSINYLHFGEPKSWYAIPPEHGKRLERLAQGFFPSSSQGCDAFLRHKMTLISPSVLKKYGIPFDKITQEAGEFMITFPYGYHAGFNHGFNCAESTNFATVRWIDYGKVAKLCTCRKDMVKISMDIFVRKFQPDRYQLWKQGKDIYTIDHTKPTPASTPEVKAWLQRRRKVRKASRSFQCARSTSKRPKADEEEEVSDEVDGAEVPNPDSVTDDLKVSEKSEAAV
RPL19A TOR yeast: yeast TOR pathway RPL19A-GFP modulation | AID 2025 | S. cerevisiae RPL19A-GFP strain, flow cytometry, 3 h; active compounds read low | percent response vs DMSO, % at 10 µM | 0.3% of 330,000 active;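 active = percent response vs DMSO below 50%; inconclusive = fewer than 70 events counted for the yeast strain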;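 note: median channel GFP fluorescence of the barcoded RPL19A-GFP strain; ratio of sample median GFP to plate DMSO average so 100% = DMSO; lower means less RPL19A-GFP as with rapamycin TOR inhibition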
CIT2 TOR yeast: yeast TOR pathway CIT2-GFP modulation; 0.065% of 320,000 active; S. cerevisiae CIT2-GFP strain, flow cytometry, 3 h; 100 means same as DMSO wells; GFP response vs DMSO, % at 10 µM;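 active = GFP response relative to DMSO above a set limit, near the screen mean plus 3 SD, cut at about 150% in these data; inconclusive = Fewer than 70 cells measured for a yeast strain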;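 note: ratio of well median GFP fluorescence to mean of DMSO wells on the plate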
MEP2-GFP yeast: modulators of TOR pathway MEP2-GFP in S. cerevisiae | S. cerevisiae MEP2-GFP strain, flow cytometry GFP, 3 h; 100% = DMSO control level | GFP response vs DMSO, % at 10 µM | 0.51% of 330,000 active;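 active = GFP response versus DMSO above a set limit, roughly screen mean plus 3 SD, cut at about 180% in these data; inconclusive = fewer than 70 cells counted for a yeast strain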;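 note: median GFP fluorescence of the barcode-gated MEP2-GFP cells per well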
LAP4-GFP MLPCN: alters LAP4-GFP fluorescence in TOR pathway yeast screen | AID 2023 | S. cerevisiae LAP4-GFP multiplex, flow cytometry GFP, 3 h; median GFP as percent of DMSO wells | GFP response vs DMSO, % at 10 µM | 0.34% of 320,000 active;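 active = GFP response vs DMSO above a set limit, about the screen mean plus 3 SD, cut at about 150% in these data; inconclusive = under 70 cell events counted for the yeast strain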
An asterisk follows results filed as active; ? = inconclusive; / = not tested or not shown; [ ] = another dose, or the depositor's remark.

#	compound	GRK2 inh	VLA-4 inh	AGP1 TOR yeast	JMJD2C inh	RPL19A TOR yeast	CIT2 TOR yeast	MEP2-GFP yeast	LAP4-GFP MLPCN
1	Cn1c(N)c(C(=O)CSc2nc(C3CC3)n(-c3ccccc3)n2)c(=O)[nH]c1=O	3	-3	108	-2	102	98	109	107
2	CC1=CC(C)C(/C=N/n2cnnc2)C(C)C1 (stereo unspecified)	1	10	/	-5	103	110	114	106
3	Cc1cccc(C)c1OCC(=O)Nc1cccc(C(=O)O)c1	0	1	93	7	97	89	92	116
4	CCCCc1ccc(NC(=O)OC)cc1	1	-1	105	1	98	105	110	107
5	COc1cc(/C=N/NC(=S)NC(C)C)ccc1OCC(=O)Nc1c(C)cc(C)cc1C	3	12	109	-11	111	103	110	115
6	CC(C)C[C@H](NC(=O)c1nc[nH]c1C(=O)N1CCNCC1)C(=O)OCc1ccccc1	2	15	95	-5	93	86	98	97
7	OC(Cn1cnnc1)c1ccccc1 (stereo unspecified)	0	18	90	-33	91	97	91	86
8	CC(OC(=O)c1cc(=O)[nH]c2ccccc12)C(=O)Nc1ccc(Cl)cn1 (stereo unspecified)	2	9	97	7	98	100	96	101
9	O=[N+]([O-])c1ccc(OCC(O)CN2CCN(c3ccccc3F)CC2)cc1 (stereo unspecified)	0	-3	106	-2	107	109	112	105
10	CC(C)N1CCC2(CC1)Oc1ccc(Br)cc1C1CC(c3cccnc3)=NN12 (stereo unspecified)	0	-1	106	6	94	92	95	111
11	COc1ccc(C(CNC(=O)c2[nH]c(C)c(C(C)=O)c2C)N2CCOCC2)cc1 (stereo unspecified)	0	-21	96	1	96	92	95	94
12	COCCNC(=S)N1CCCC(CO)C1 (stereo unspecified)	4	18	103	-14	100	98	102	101
13	CCOc1ccc(NC(=O)CN(C)C(=O)c2cccnc2Sc2ccc(C)c(C)c2)cc1OCC	3	4	103	-22	104	94	103	103
14	CC(C)CNC(=S)NNC(=O)CC(C)O (stereo unspecified)	0	7	108	18	108	108	105	113
15	N#C/C(=C/c1cn(CC(=O)O)c2ccccc12)C(=O)Nc1ccccc1	0	-51	105	3	99	106	96	98
16	COc1ccc(Cc2nnc(SCC(=O)N(C)CC(=O)Nc3ccc(C)cc3)o2)cc1	0	-3	110	-8	96	85	100	104
17	N#Cc1nc(COc2ccc(F)cc2)oc1N1CCCC1	3	9	98	-14	96	83	100	127
18	O=C(O)c1ccc2c(c1)C(=O)N(Cc1ccc3c(c1)OCO3)C2=O	2	6	107	-1	97	98	97	104
19	Cc1sc2c(c1C)C(=O)/C(=C\Nc1ccccn1)S(=O)(=O)N2C	57*	17	105	31	96	97	92	100
20	CC(C)CC(NC(=O)C1CCC(C)CC1)C(=O)Nc1ccccc1F (stereo unspecified)	3	3	102	-3	98	98	91	93
21	OC(CNCCNc1ncccc1C(F)(F)F)COc1ccc(F)cc1 (stereo unspecified)	0	-15	97	-1	98	87	97	98
22	COc1ccc2ccccc2c1/C=N/NC(=S)Nc1cc(S(=O)(=O)N2CCOCC2)ccc1N1CCOCC1	3	0	99	-5	101	99	113	100
23	CCCCCC(=O)NC(=S)Nc1ccc(N2CCCCC2)c(Cl)c1	1	1	95	10	93	94	97	88
24	CCC(=Nc1ccccc1OC)C1=C(O)CC(c2ccccc2)CC1=O (stereo unspecified)	0	6	89	-8	100	65	89	99
25	CNC(=O)c1ccc(NC(=O)CC23CC4CC(CC(C4)C2)C3)cc1	0	19	97	-12	102	91	96	92
26	O=C(Cc1ccccc1[N+](=O)[O-])NC1CCN(Cc2ccccc2)CC1	0	26	91	-2	96	97	96	79
27	COc1ccc(/C=N/NC(=O)Cn2cnc3c2c(=O)n(C)c(=O)n3C)c(OC)c1OC	0	-8	134	-14	107	131	103	110
28	CCOc1ccc(Nc2nc(-c3cccnc3)cs2)cc1	0	14	100	-1	103	106	110	93
29	COc1cc(CNC(C)C)ccc1OCC(=O)Nc1cccc2ccccc12	0	-12	104	-2	99	116	102	107
30	Cc1ccc(Nc2nc(/N=C/N(C)C)n[nH]2)cc1C	0	-2	105	2	100	103	104	97
31	O=S(=O)(NCCSc1ccccc1)c1ccc(F)cc1	0	0	98	-1	92	90	92	100
32	CC(OC(=O)CC1CCCC1)C(=O)Nc1ccc(Cl)cn1 (stereo unspecified)	0	5	106	5	100	99	102	89
33	O=c1oc2ccccc2c(Nc2cccc(O)c2)c1[N+](=O)[O-]	0	22	105	15	100	102	101	106
34	O=C(CN1C(=O)NC2(CCCC2)C1=O)NCC1CCCO1 (stereo unspecified)	2	7	104	-6	102	104	102	104
35	O=C(/C=C/c1cccc(Cl)c1)N1CCC(Cc2ccccc2)CC1	1	32	104	-3	107	105	119	101
36	COc1ccccc1C1NC(=O)NC(C)=C1C(C)=O (stereo unspecified)	1	0	109	-12	104	108	105	110
37	Cc1cc(C)c(S(=O)(=O)Nc2nnc(C3CCCCC3)s2)c(C)c1	0	4	96	7	103	95	100	98
38	CCOc1ccc(NC(=O)NCC2CCN(Cc3ccc(F)cc3)CC2)cc1	0	12	100	-4	102	101	109	96
39	CCN(CC(=O)Nc1ccccc1C(F)(F)F)C(=O)c1cc(S(=O)(=O)N(C)C)ccc1N1CCCC1	0	-5	98	8	97	109	106	95
40	CCOC(=O)c1sc2nc(SCC(=O)N(CC)CC)n(CCCN3CCCC3=O)c(=O)c2c1C	0	7	95	-36	89	88	84	99
41	N#Cc1ccc(NC(=O)COc2ccc(-n3cnnn3)cc2)cc1	1	11	99	-4	99	98	92	87
42	N/C(CSc1ccccn1)=N\OCc1c(Cl)cccc1Cl	1	10	107	3	101	90	99	123
43	CCc1ccc(C(=O)N2CCC(c3nc4ccccc4s3)CC2)cc1	2	-3	97	-20	99	95	102	110
44	Cc1cc(C(=O)COC(=O)Cc2n[nH]c(=O)c3ccccc23)c(C)n1-c1ccc2c(c1)OCO2	0	-1	97	7	103	99	104	102
45	CC(Sc1nnnn1C)C(=O)NC(=O)NC1CCCCC1 (stereo unspecified)	1	-11	96	-2	95	84	106	118
46	CCCCN(C)C(=O)c1cc2cc3ccc(OC)cc3nc2o1	2	8	93	12	103	118	142	118
47	CCc1ccc(NC(=O)C/C(C)=N/NC(=O)OCc2ccc(OC)cc2)cc1	14	16	100	-1	101	98	104	95
48	COc1ccc2ccccc2c1/C=N/NC(=O)c1ccc(C)nc1	0	4	93	-2	101	95	103	103
49	C/C(=N/NC(=O)c1cccc(Br)c1)C1CC2CCC1C2 (stereo unspecified)	1	2	109	0	96	96	92	108
50	CCCCC(=O)Nc1cccc(-c2nc3ncccc3o2)c1C	1	-4	93	-1	95	90	105	107
51	Cc1ccc(N=C2NC(=O)/C(=C/c3cccs3)S2)cc1C	3	-5	98	8	104	94	103	100
52	O=C(CCCn1cncn1)N1CCCC(N2CCN(c3ccccc3F)CC2)C1 (stereo unspecified)	0	1	98	1	100	100	106	86
53	CCN1C(=O)N[C@@H](c2cccc(F)c2)C(C(C)=O)=C1C	3	13	91	-14	100	112	90	129
54	COC(=O)c1ccccc1NC(=O)Nc1ncccc1C	0	8	101	-2	103	106	108	90
55	COCc1cc(SC2CCCCC2)nc(C)n1	1	-6	?	3	?	91[may fluoresce red]	?	?
56	O=c1cc(CO)oc(CN2CCN(c3ccccc3)CC2)c1O	0	-4	97	25	98	97	97	94
57	N#CC1=C(Nc2ccccc2)SC=C(c2ccc(Cl)c(Cl)c2)N=C1N1CCOCC1	0	26	96	-5	96	96	96	106
58	C/C=C/C=C/C(=O)[C@@H]1[C@@H]([C@]2(C)OC(=O)C(C)=C2O)[C@H]2/C(=C(O)/C=C/C=C/C)C(=O)[C@]1(C)C(=O)C2(C)O (stereo partly specified)	12	-92	97	-21	98	96	102	102
59	CC(C)Oc1cccc(NC(=O)c2cnccc2C(F)(F)F)c1	0	2	103	-9	96	96	98	109
60	O=C(CC12CC3CC(CC(C3)C1)C2)N1CCCC1	0	0	99	/	96	93	94	107

Some values from the entries so far:
cpd 49 @ JMJD2C inh: 0
cpd 53 @ RPL19A TOR yeast: 100

Next part
#	compound	GRK2 inh	VLA-4 inh	AGP1 TOR yeast	JMJD2C inh	RPL19A TOR yeast	CIT2 TOR yeast	MEP2-GFP yeast	LAP4-GFP MLPCN
61	O=C(CN(C(=O)CNC(=O)c1ccco1)c1ccc(F)cc1)NC1CCCC1	1	-5	104	6	103	118	101	98
62	CCCNC(=O)Cn1cnc([N+](=O)[O-])n1	2	-3	106	-3	104	107	105	107
63	O=CC1=C(N2CCOCC2)/C(=C/c2ccc(Cl)cc2)CC1	0	-12	101	-2	96	101	108	97
64	Cc1ccc(S(=O)(=O)N(C)C)cc1NC(=S)N1CCCCC1CO (stereo unspecified)	0	3	101	5	96	101	98	97
65	COc1ccccc1N(CC(=O)N/N=C(\C)c1ccc(F)cc1)S(=O)(=O)c1ccccc1	0	21	96	1	96	84	100	96
66	O=C(COC(=O)c1ccc(S(=O)(=O)N2CCCC2)cc1)NCc1cccs1	0	-5	94	-9	95	94	100	102
67	COC(=O)c1ccc(-c2ccc(Cl)cc2)nc1C	0	23	95	-13	106	100	105	109
68	O=C(NC1CCN(Cc2ccc(F)cc2)CC1)c1ccccc1	0	24	94	-22	101	105	108	99
69	O=C(NN1C(=O)C2C3C=CC(C4CC34)C2C1=O)c1cccc(Cl)c1 (stereo unspecified)	0	15	104	4	104	104	104	99
70	COc1ccc(-n2c(SCC(=O)Nc3ccc([N+](=O)[O-])cc3OC)nc3ccccc32)cc1	0	0	99	-2	101	101	122	109
71	O=C(N/N=C/c1c[nH]c2ccc(Br)cc12)c1ccc2c(c1)OCO2	7	0	68	6	97	74	127	106
72	CCCCCCCOc1ccc(OC(=O)c2ccncc2)cc1	3	10	91	4	92	96	97	91
73	CC(C)c1nnc(NC(=O)CCC(=O)NCc2ccccc2Cl)s1	0	-6	100	1	99	100	99	97
74	Cc1c(C)n(CCCN(C)C)c2ncnc(Nc3ccccc3)c12	0	8	99	-20	101	107	105	99
75	CC(=O)c1cccc(NC(=S)N2CCN(S(=O)(=O)c3ccccc3)CC2)c1	1	-3	91	-2	119	84	96	79
76	Cc1nc2ncnn2c(C)c1CCC(=O)NCc1ccco1	1	7	105	1	100	101	93	90
77	CCOC(=O)C1=C(C)N=C2SC(C)C(=O)N2C1c1ccc(OCC)c(OCC)c1 (stereo unspecified)	0	5	100	36	100	101	102	108
78	COc1ccc(CCN2CN(S(=O)(=O)c3ccccc3)c3nc4ccccc4nc32)cc1OC	0	18	103	11	105	107	102	91
79	CN(C)C(=O)CSc1nnc(-c2cnccn2)n1C	1	1	108	5	100	/	107	95
80	CCOC(=O)CNC(=O)CNC(=O)c1ccc(OC(C)C)cc1	2	1	121	9	96	103	98	114
81	O=C(Nc1ccc2nc3n(c(=O)c2c1)CCCCC3)C(=O)N1CCN(c2ccccc2)CC1	4	-14	109	-4	98	110	98	115
82	CCC(C)c1ccc(NC(=O)COC(=O)C2=COCCO2)cc1 (stereo unspecified)	2	-11	101	14	95	91	102	107
83	C=CCn1c(C)cc(C(=O)COC(=O)C2CC(=O)N(Cc3ccccc3)C2)c1C (stereo unspecified)	3	9	102	0	103	102	98	111
